# From PubChem BioAssay
# C diff HTS = inhibitors of Clostridium difficile growth; Clostridium difficile clinical isolate growth, OD600, 24 h; hits give low values; growth activity, negative = inhibition, % at 16 µg/mL (by protocol); 0.25% of 86,000 active;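 active = mean growth activity at or below -80% and every replicate also at or below -80%; inconclusive = mean at or below -80% but some replicate above -80%; inactive = mean growth activity above -80%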;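 note: 0% = DMSO wells and -100% = levofloxacin 16 µg/mL wells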
# GASC1 inh = inhibitors of human demethylase GASC-1 KDM4C. inhibition, % at 12.5 µM. 0.15% of 96,000 active. AID 720574. GST-KDM4C 2-372, H3K9me3 peptide, LANCE TR-FRET;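 active = mean replicate inhibition above about 25%, with at least 55% of replicates also reaching it, limit read from the data, passing the limit was not always enough; inconclusive = only one of those two conditions met; inactive = neither condition met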
# Target sequence (Q9H3R0 2-372 limits assumed): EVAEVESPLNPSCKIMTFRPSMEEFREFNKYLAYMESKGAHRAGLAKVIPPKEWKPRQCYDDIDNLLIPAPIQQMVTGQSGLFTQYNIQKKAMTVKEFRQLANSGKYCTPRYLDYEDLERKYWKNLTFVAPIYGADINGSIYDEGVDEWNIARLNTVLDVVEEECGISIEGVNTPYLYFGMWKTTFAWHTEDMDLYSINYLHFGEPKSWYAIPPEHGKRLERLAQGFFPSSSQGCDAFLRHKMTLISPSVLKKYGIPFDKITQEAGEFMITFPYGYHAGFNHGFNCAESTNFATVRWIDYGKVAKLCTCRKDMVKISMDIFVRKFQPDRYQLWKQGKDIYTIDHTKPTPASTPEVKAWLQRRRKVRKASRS
#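 Material: GST-tagged GASC-1 (JMJD2C) catalytic fragment, aa 2-372. Input: enzyme final amount 10 nM. Medium: HEPES buffer, pH 7.5, plus ascorbate. Reagent: H3K9me3 peptide substrate, Fe(II), 2-oxoglutarate. Doses: single dose. Times: reaction 30 min RT, detection step 1 h RT. Measured by: LANCE TR-FRET. Evaluation: Fall in 671/618 emission ratio as inhibition.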
# Pf Dd2 growth = P. falciparum Dd2 growth inhibition; SYBR Green, 72 h; hits give low values; activity change, % at 10 µM; 2.3% of 94,000 active; in the data active = activity change below about -80%; inconclusive = no clear call, values can overlap the other calls
# Tcruzi prolif = blocks T. cruzi growth in NIH3T3 culture. AID 624255. T. cruzi beta-gal in NIH3T3, GalScreen luminescence, 90 h. inhibition, % at 8.34 µM. 5.9% of 77,000 active;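 active = mean inhibition above about 93%, with at least 55% of replicates each passing it, limit read from the data, passing the limit was not always enough; inconclusive = only one of those two conditions holds; inactive = neither condition holds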
# * hit, by the source's call; ? = inconclusive; . = not tested or not shown; & = joins results of further samples.
smiles	C diff HTS	GASC1 inh	Pf Dd2 growth	Tcruzi prolif
Cc1ccc(S(=O)(=O)N(C)C[C@@H]2Oc3c(NC(=O)Nc4ccc5c(c4)OCO5)cccc3C(=O)N([C@@H](C)CO)C[C@@H]2C)cc1	3	0.0	-20	-54
COCC(=O)N(C[C@H]1N[C@H](CO)[C@@H]1c1ccc(C2=CCCC2)cc1)C(C)C	2	3.0	-17	-29
C[C@H]1CN([C@@H](C)CO)C(=O)c2cc(NC(=O)Cc3ccccc3)ccc2O[C@@H]1CN(C)C	-2	1.0	8	-39
C[C@@H]1CN([C@@H](C)CO)C(=O)c2cccc(NC(=O)c3ccc(-c4nccs4)cc3)c2O[C@@H]1CN(C)C	0&0	-1.5	-34	.
Cc1noc(C)c1S(=O)(=O)N(C)C[C@@H]1OCCCC[C@@H](C)Oc2ccc(NS(=O)(=O)c3ccccc3)cc2C(=O)N([C@@H](C)CO)C[C@H]1C	-1	10	-1	34
C[C@H](CO)N1C[C@H](C)[C@@H](CN(C)C)Oc2cc(-c3ccc(F)cc3)ccc2S1(=O)=O	-6	2.1	-4	43
CCCNC(=O)N1CCC2(CC1)CN(C(=O)CC1CC1)[C@@H](CO)c1[nH]c3cc(OC)ccc3c12	5	0.4	11	.
COc1ccc(S(=O)(=O)N2CCCCN3[C@H](CO)[C@@H](c4ccc(C#CC(C)C)cc4)[C@H]3C2)cc1	35	-0.8	-39	106*
C[C@H](CO)N1C[C@H](C)[C@H](CN(C)Cc2ccc(Oc3ccccc3)cc2)Oc2c(NS(=O)(=O)c3ccccc3)cccc2C1=O	58	-2.0	-35	75
C[C@H]1CN([C@@H](C)CO)C(=O)c2cc(C#CC3CCCCC3)cnc2O[C@@H]1CN(C)C(=O)NC1CCCC1	5	0.2	-77	92
CCCN1[C@@H]2c3ccc(-c4ccccc4F)c(=O)n3C[C@H]1[C@H](CO)[C@H]2C(=O)NCC	-2	-3.0	5	-8
CO[C@@H]1CN(C)C(=O)c2ccc(NS(=O)(=O)c3ccc(Cl)cc3)cc2OC[C@H](C)N(C)C[C@@H]1C	.	0.0	4	-45
CNC(=O)C[C@H]1CC[C@@H]2[C@@H](COc3ccc(NC(=O)c4cccs4)cc3C(=O)N2C)O1	-1	-0.2	0	41
COc1ccc(NC(=O)Nc2ccc3c(c2)C(=O)N([C@H](C)CO)C[C@H](C)[C@H](CN(C)C)OCCCC[C@H](C)O3)cc1	0	-1.1	43	36
C[C@H]1CCCCO[C@H](CN(C)C(=O)Nc2ccc(C(F)(F)F)cc2)[C@@H](C)CN([C@@H](C)CO)C(=O)c2cc(NC(=O)c3ccccc3)ccc2O1	-10	-1.4	-87*	86
C[C@H](CO)N1C[C@H](C)[C@@H](CN(C)S(=O)(=O)c2cn(C)cn2)Oc2ccc(NC(=O)Nc3ccccc3)cc2C1=O	-2	-2.9	5	-30
C/C=C/c1ccc([C@@H]2[C@H](CO)N(Cc3ccccn3)[C@H]2CNC(=O)CC)cc1	11	0.3	10	4
O=S(=O)(c1cccc(F)c1)N1CC[C@@H]2[C@H](CO)Nc3ccc(C#Cc4ccccc4F)cc3[C@@H]21	18	0.8	-41	66
O=C(Nc1cccc(F)c1)N[C@H]1CC[C@@H](CCn2cc(Cc3ccccc3)nn2)O[C@@H]1CO	-5	1.5	1	-93
C[C@@H]1CCCCO[C@H](CN(C)Cc2ccccc2)[C@H](C)CN([C@H](C)CO)C(=O)c2cc(NS(=O)(=O)c3ccc(Cl)cc3)ccc2O1	0	-1.3	-60	109*
CN(C)C(=O)c1cccc(-c2ccc([C@@H]3[C@H](C#N)N(C(=O)C4CC4)[C@H]3CO)cc2)c1	-12	0.7	-22	-16
COc1ccc(NC(=O)N(C)C[C@H]2OCCCC[C@H](C)Oc3ccc(NC(=O)NC4CCCCC4)cc3C(=O)N([C@H](C)CO)C[C@@H]2C)cc1	-5	0.4	-6	10
Cc1noc(C)c1S(=O)(=O)Nc1ccc2c(c1)C(=O)N([C@H](C)CO)C[C@@H](C)[C@H](CN(C)Cc1ccc(C(=O)O)cc1)O2	.	-1.3	20	-68
CCCC(=O)Nc1ccc2c(c1)OC[C@@H](C)N(S(=O)(=O)c1cn(C)cn1)C[C@@H](C)[C@H](OC)CN(C)C2=O	2	1.1	-5	-20
C[C@H](CO)N1C[C@H](C)[C@@H](CN(C)C(=O)Nc2cccc3ccccc23)Oc2ccc(NS(=O)(=O)c3cccs3)cc2CC1=O	0	-1.1	-25	16
O=C(C[C@@H]1CC[C@@H]2[C@H](COC[C@H](O)CN2C(=O)c2ccccn2)O1)NC1CCC1	5&-2	-0.5	-10	.
COc1cccc(S(=O)(=O)Nc2ccc3c(c2)[C@H]2C[C@@H](CC(=O)NCCc4ccccc4)O[C@@H](CO)[C@H]2O3)c1	.	-2.3	-54	17
Cc1ccc(S(=O)(=O)N(C)C[C@@H]2OCCCC[C@H](C)Oc3ccc(NS(C)(=O)=O)cc3C(=O)N([C@H](C)CO)C[C@@H]2C)cc1	-1	-0.5	-27	-16
Cc1noc(C)c1NC(=O)N(C)C[C@@H]1OCCCC[C@@H](C)Oc2ccc(NC(=O)CCC(F)(F)F)cc2C(=O)N([C@H](C)CO)C[C@@H]1C	-3	0.4	5	4
C[C@@H](NC(=O)C[C@@H]1CC[C@H]2[C@@H](COC[C@H](O)CN2C(=O)Nc2cccc(F)c2)O1)c1ccccc1	-1	-1.0	-4	53
C[C@H]1CN([C@@H](C)CO)C(=O)c2cccc(NC(=O)CCCCCC(=O)Nc3ccccc3N)c2O[C@@H]1CN(C)Cc1ccc(Oc2ccccc2)cc1	-4	-0.4	-82*	.
CC(C)CC#Cc1ccc2c(c1)O[C@@H](CN(C)C(=O)CN(C)C)[C@H](C)CN([C@@H](C)CO)S2(=O)=O	-2	0.8	-46	52
CCCN(C)C[C@H]1OCCCC[C@H](C)Oc2ccc(NS(=O)(=O)c3ccc(Cl)cc3)cc2C(=O)N([C@H](C)CO)C[C@H]1C	2	-0.3	-28	79
CCN1[C@H](C(=O)NCc2ccccc2)[C@@H](CO)[C@@H]2Cn3c(ccc(-c4ccccc4)c3=O)[C@@H]21	4	3.4	-3	41
C[C@@H]1CN([C@H](C)CO)C(=O)c2cc(Br)cnc2O[C@@H]1CN(C)Cc1ccccn1	0	2.5	33	-113
C[C@H]1CCCCO[C@H](CN(C)C(=O)Nc2ccccc2)[C@@H](C)CN([C@@H](C)CO)C(=O)c2cc(NC(=O)Nc3ccc(C(F)(F)F)cc3)ccc2O1	-1	-0.4	-53	.
CCCNC(=O)N(C)C[C@H]1Oc2ncc(C#CC3CCCCC3)cc2C(=O)N([C@@H](C)CO)C[C@H]1C	-3	-0.2	-29	25
CO[C@@H](CN(C)Cc1cc(F)ccc1F)[C@H](C)CN(C(=O)Nc1ccc(C(F)(F)F)cc1)[C@H](C)CO	.	1.1	-41	-9
COc1ccccc1CN1C[C@@H](C)[C@H](OC)CN(C)C(=O)c2cc(NC(C)=O)ccc2OC[C@@H]1C	.	0.2	-1	25
CC(C)NC(=O)Nc1ccc2c(c1)CC(=O)N([C@H](C)CO)C[C@@H](C)[C@H](CN(C)C(=O)Nc1ccc3c(c1)OCO3)O2	4	0.6	29	6
CC(C)NC(=O)N(C)C[C@H]1Oc2cc(C3=CCCCC3)ccc2S(=O)(=O)N([C@H](C)CO)C[C@@H]1C	14	-0.4	-6	72
COc1ccc(NC(=O)N(C)C[C@@H]2OCCCC[C@H](C)Oc3ccc(NC(=O)Nc4ccc5c(c4)OCO5)cc3C(=O)N([C@H](C)CO)C[C@@H]2C)cc1	2	0.9	20	?
CCCNC(=O)[C@@H]1[C@@H](CO)[C@@H]2Cn3c(ccc(C4=CCCC4)c3=O)[C@@H]2N1C(=O)CC1CC1	1	2.9	.	-6
COc1ccccc1S(=O)(=O)N(C)C[C@@H]1Oc2ncc(-c3ccc(C)cc3)cc2C(=O)N([C@@H](C)CO)C[C@H]1C	7	-2.2	-11	101*
CS(=O)(=O)N1CC(=O)N2[C@H](C1)[C@@H](c1ccc(C#CC3CCCC3)cc1)[C@@H]2CO	-17	-1.0	19	.
CCC(=O)N1[C@H](CO)[C@H](c2ccc(-c3ccccc3)cc2)[C@H]1CNC(=O)C1CC1	-7	-2.8	-6	.
COc1ccc(S(=O)(=O)N(C)C[C@@H]2OCCCC[C@H](C)Oc3ccc(NC(=O)Nc4ccc(F)cc4)cc3C(=O)N([C@H](C)CO)C[C@H]2C)cc1	6	-1.0	-80	73
O=C(C[C@@H]1C[C@@H]2c3cc(NC(=O)c4ccc5c(c4)OCO5)ccc3O[C@@H]2[C@@H](CO)O1)NCc1cccc(F)c1	-13	-4.7	-7	77
C[C@@H]1CN([C@@H](C)CO)C(=O)Cc2cc(NC(=O)Nc3cccc4ccccc34)ccc2O[C@@H]1CN(C)C(=O)Nc1ccc(F)cc1	-4	-1.9	-7	30
C[C@H](CO)N1C[C@H](C)[C@@H](CN(C)Cc2ccc3c(c2)OCO3)OCc2cnnn2CCCC1=O	-2&3	0.3	1&5	13&8
CO[C@H]1CN(C)C(=O)c2ccc(NS(=O)(=O)c3cn(C)cn3)cc2OC[C@@H](C)NC[C@@H]1C	6	0.4	33	.
COc1cccc(S(=O)(=O)N(C)C[C@H]2Oc3cc(C#CCC(C)C)ccc3S(=O)(=O)N([C@@H](C)CO)C[C@H]2C)c1	7	0.6	-77	?
C[C@H](CO)N1C[C@H](C)[C@@H](CN(C)S(=O)(=O)c2cn(C)cn2)Oc2ccc(NC(=O)Nc3ccc(C(F)(F)F)cc3)cc2CC1=O	-10	0.6	-18	-25
O=C(C1CCC1)N1CC2(C1)[C@H](c1ccccc1)[C@H](CO)N2C(=O)NC1CCCC1	-3	-1.2	-1	.
C[C@H](CO)N1C[C@H](C)[C@H](CN(C)Cc2ccc(Cl)c(Cl)c2)Oc2ccc(NC(=O)Nc3ccc(C(F)(F)F)cc3)cc2C1=O	28	-1.7	-5	103*
CO[C@H]1CN(C)C(=O)c2cc(NS(=O)(=O)c3ccccc3)ccc2OC[C@H](C)N(Cc2nccs2)C[C@H]1C	.	-0.6	-19	70
CC(C)NC(=O)Nc1ccc2c(c1)CC(=O)N([C@@H](C)CO)C[C@@H](C)[C@H](CN(C)Cc1ccc3c(c1)OCO3)O2	-2	0.1	-23	-34
Cc1cccc(-c2ccc([C@H]3[C@H]4CN(C(=O)c5cccnc5)CCCCN4[C@H]3CO)cc2)c1	-2	1.6	-4	109*
C[C@H](CO)N1C[C@H](C)[C@H](CN(C)C(=O)Nc2ccc(F)cc2)OCCCC[C@H](C)Oc2ccc(NC(=O)c3ccncc3)cc2C1=O	5	13	4	64
CCC(=O)Nc1ccc2c(c1)C(=O)N(C)[C@@H]1CC[C@H](CC(=O)NC3Cc4ccccc4C3)O[C@H]1CO2	-1	-1.6	-3	19

# Quoted at random: 5 compounds from above, in no set order.
smiles	C diff HTS	GASC1 inh	Pf Dd2 growth	Tcruzi prolif
Cc1cccc(-c2ccc([C@H]3[C@H]4CN(C(=O)c5cccnc5)CCCCN4[C@H]3CO)cc2)c1	-2	1.6	-4	109*
C[C@@H]1CN([C@@H](C)CO)C(=O)Cc2cc(NC(=O)Nc3cccc4ccccc34)ccc2O[C@@H]1CN(C)C(=O)Nc1ccc(F)cc1	-4	-1.9	-7	30
C[C@H](CO)N1C[C@H](C)[C@H](CN(C)Cc2ccc(Cl)c(Cl)c2)Oc2ccc(NC(=O)Nc3ccc(C(F)(F)F)cc3)cc2C1=O	28	-1.7	-5	103*
C[C@H](CO)N1C[C@H](C)[C@@H](CN(C)S(=O)(=O)c2cn(C)cn2)Oc2ccc(NC(=O)Nc3ccc(C(F)(F)F)cc3)cc2CC1=O	-10	0.6	-18	-25
CC(C)NC(=O)N(C)C[C@H]1Oc2cc(C3=CCCCC3)ccc2S(=O)(=O)N([C@H](C)CO)C[C@@H]1C	14	-0.4	-6	72

# Next part:
smiles	C diff HTS	GASC1 inh	Pf Dd2 growth	Tcruzi prolif
CO[C@H]1CC[C@H]2CCOc3ccc(C#N)cc3C(=O)N(C)C[C@@H](OC)[C@H](C)C(=O)N(C)C[C@H]1O2	-4	-1.3	.	31
C[C@@H]1CN([C@H](C)CO)C(=O)c2ccccc2-c2ccccc2CO[C@H]1CN(C)C(=O)Nc1ccc(-c2ccccc2)cc1	-7	-5.6	-71	.
CCC(=O)N(C)C[C@H]1Oc2ncc(-c3ccc(C#N)cc3)cc2C(=O)N([C@H](C)CO)C[C@@H]1C	2	1.4	40	76
CCN(C[C@H]1[C@@H](c2ccccc2)[C@H](CO)N1C(=O)COC)S(C)(=O)=O	5	-0.4	10	11
O=C(C1CCCCC1)N1C[C@H]2[C@@H](c3ccccc31)[C@H](CO)N2C(=O)Cc1ccccn1	-11	-1.4	-13	13
